human PMI inhibition = MPI enzyme activity inhibition – biochemical, fluorescence intensity, coupled assay, primary screen (AID 1209); 190,000 tested, 0.42% active; one-dose inhibition, % at 20 µM; IC50 in µM for titrated hits; purified PMI enzyme, coupled fluorescence intensity; higher % means a stronger effect;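 further: plate controls were DMSO vehicle for no effect and wells lacking substrate for full effect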
XIAP displacement = small molecules displacing peptide from XIAP – biochemical, IAP family, fluorescence polarization (AID 1018). XIAP BIR domain, fluorescence polarization peptide displacement; higher % means a stronger effect. displacement, % at 20 µM, or IC50 in µM where a hit was titrated. 200,000 tested, 0.007% active; in the data active means displacement above about 50%; further: a part of the inactive calls stands beside numbers as strong as those of hits
M17LAP inhibition = P. falciparum M17LAP inhibitors, primary screen, biochemical, fluorogenic H-Leu-NHMec substrate, 1536-well (AID 1619); recombinant M17LAP, H-Leu-NHMec fluorogenic kinetic assay; higher % means a stronger effect; 220,000 tested, 0.38% active; one-dose inhibition, % at 30 µM; IC50 in µM for titrated hits;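 active means compound inhibiting the enzyme by more than half at any dose during confirmatory dose-response retesting; inconclusive means strong single-dose inhibitors picked by rank but not retested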;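 further: plate controls were full reaction with DMSO carrier for no effect and no enzyme background for full effect; strong numbers were not always called active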
M1AAP inhibition = malaria alanyl aminopeptidase activity blockers – biochemical, fluorogenic H-Leu-NHMec substrate, 1536-well (AID 1445); recombinant M1AAP, H-Leu-NHMec fluorogenic kinetic assay; higher % means a stronger effect; inhibition, % at 30 µM; hits with a dose series show IC50 in µM; 220,000 tested, 0.42% active;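 active means primary inhibition above the hit cutoff, then over 50% inhibition at one or more dose response concentrations, cut at about 23% in these data, passing the limit was not always enough; inconclusive means conflicting primary data, or primary hits not chosen for dose response; inactive means low primary inhibition, or under 50% at every dose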;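 further: plate controls were DMSO full reaction for no effect and no enzyme background for full effect; strong numbers were not always called active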
Siah-1 displacement = Siah-1 peptide-binding antagonists, primary screen, biochemical, fluorescence polarization, rhodamine-plectin, uHTS (AID 1817) | Siah-1 / rhodamine-plectin peptide fluorescence polarization; higher % means a stronger effect | displacement, % at 20 µM, or IC50 in µM where a hit was titrated | 290,000 tested, 0.02% active;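 active means displacement of at least 50% at 20 µM, with a fluorescence ratio check between 0.3 and a set limit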;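 further: plate controls were Siah plus tracer with DMSO for no effect and tracer alone without Siah for full effect; strong numbers were not always called active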
PMI inhibition = human PMI inhibitors, high substrate, primary screen, biochemical, fluorescence intensity, high mannose 6-phosphate (AID 1220). 190,000 tested, 0.66% active. one-dose inhibition, % at 20 µM; IC50 in µM for titrated hits. recombinant PMI enzyme, coupled fluorescence intensity; higher % means a stronger effect
LYP phosphatase = PTPN22 lymphoid phosphatase activity blockers – biochemical, fluorescence intensity, uHTS (AID 1779). recombinant LYP phosphatase, fluorescence intensity; higher % means a stronger effect. one-dose inhibition, % at 11.5 µM; IC50 in µM for titrated hits. 290,000 tested, 0.054% active;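 further: plate controls were vehicle with enzyme for no effect and no enzyme for full effect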
Dynein cargo inh = dynein cargo transport inhibition; 3617.4 mouse cells, GR-EGFP nuclear translocation imaging; test concentration mostly 20 µM; stimulated with dexamethasone, 1 µM; hits give low values; z-score, hits read low; 220,000 tested, 0.47% active;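 active means plate z-score of nuclear minus cytoplasmic receptor signal below a set negative limit, without overly bright fluorescence or cell loss, cut at about -3.5 in these data, passing the limit was not always enough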;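 further: z-score of nuclear minus cytoplasmic ring GR-EGFP intensity difference per well; some compounds called inactive have numbers as strong as hits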
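Also added: dexamethasone, 1.0 µM final. Medium: tet-free, stripped-serum medium. Detection: fixed, Hoechst-stained cells imaged at 10x for EGFP. Read-out: nuclear-to-cytoplasmic GR-EGFP distribution per well. Times: induction 48 h, compound 1 h, agonist 30 min.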
AID2073 = inhibitors of Mint1-CaV2.2 protein interaction, biochemical, HTRF (AID 2073); HTRF protein-protein interaction, Mint1-CaV2.2; higher % means a stronger effect; inhibition, % at 20 µM; hits with a dose series show IC50 in µM; 290,000 tested, 0.19% active; in the data active means inhibition mostly above about 51%, no sharp cut-off; inconclusive means no clear call, values can overlap the other calls; inactive means mostly below about 53%; further: some results filed as inactive read as strong as hits
Dynein cargo inh cytoplasmic EGFP = second read-out of Dynein cargo inh, no call of its own (marks repeat the call); z-score; measured here: cytoplasmic GR-EGFP intensity; hits give high values
Dynein cargo inh nuclear GR-EGFP = further read-out of Dynein cargo inh, marked with its call; z-score; measured here: nuclear GR-EGFP intensity;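 lower value marks the stronger effect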
Dynein cargo inh cell count = also measured in Dynein cargo inh; calls as there; z-score; measured here: cell count per field
The depositor's hits bear a star; ? = inconclusive; · = not tested or not shown. Unless noted, no stated cut-off is given here; in the data, active means inhibition above about 50%; inactive means the rest.

SMILES	human PMI inhibition	XIAP displacement	M17LAP inhibition	M1AAP inhibition	Siah-1 displacement	PMI inhibition	LYP phosphatase	Dynein cargo inh	Dynein cargo inh cytoplasmic EGFP	Dynein cargo inh nuclear GR-EGFP	Dynein cargo inh cell count	AID2073
Cc1nc(CS(=O)(=O)c2ccccc2)cc(Sc2ccc(Cl)cc2)n1	9%	-2.9%	-1%	3%	4%	13%	-4%	0.37	-0.13	0.063	-1	8%
O=C(NCc1ccccn1)C1C2C=CC(C2)C1C(=O)Nc1ccc(F)cc1 (stereo unspecified)	2%	-3.5%	10%	18%	-3%	-1%	-8%	-0.52	-0.21	-0.41	0.57	1%
COC(=O)c1noc(-c2ccc(OC)cc2)n1	0%	-1.8%	-1%	1%	0%	1%	-2%	1.5	-0.14	0.65	-0.2	10%
CCN(CC(=O)NC1CCS(=O)(=O)C1)S(=O)(=O)c1cccc(C(C)=O)c1 (stereo unspecified)	-10%	-11%	4%	2%	-1%	-6%	-4%	1.6	-0.34	1.3	-1.1	4%
COc1cc(C(=O)NCCOc2ccc(F)cc2)c(Br)c(OC)c1OC	8%	-10%	-6%	-4%	3%	8%	2%	-0.23	-0.22	0.037	0.085	-12%
Cc1cc2ccccc2c(=O)n1CC(=O)NC1CCCCCC1	12%	-18%	2%	6%	2%	9%	-13%	-0.38	-0.14	-0.14	0.46	-3%
CC1=CC(C)(C)N(S(=O)(=O)c2ccc(C)cc2)c2ccc(C)cc21	1%	-4.6%	1%	1%	2%	-2%	-6%	0.62	-0.32	0.42	0.026	12%
Cc1ccc(S(=O)(=O)Nc2cccc(NC(=O)CN3CCCCC3)c2)cc1	3%	-5.1%	48%	-4%	-2%	0%	-10%	0.52	-0.28	0.39	0.38	-2%
COc1ccc(/C=N/n2cnc3c([nH]c4ccc(F)cc43)c2=O)cc1CN1CCCC1	·	·	-7%	0%	-6%	·	-4%	3.9	1.4	2.3	-1.3	19%
Cc1nn(Cc2cccc(C(=O)Nc3ccn(Cc4ccccc4F)n3)c2)c(C)c1[N+](=O)[O-]	18%	-7.3%	-3%	-7%	-1%	13%	-3%	-1	-0.064	0.064	1.3	-6%
O=C(CN1C(=O)C2CC=CCC2C1=O)OCc1cc(=O)n2cc(Br)ccc2n1 (stereo unspecified)	-6%	-4.9%	5%	5%	4%	0%	-5%	-1.1	-0.3	-0.68	1.2	9%
CCc1ccc(N=c2c([N+](=O)[O-])nn(-c3ccc4c(c3)OCCO4)n2O)cc1	-10%	-6.3%	-6%	6%	13%	14%	1%	0.44	-0.33	0.15	0.16	5%
O=c1c(Cl)c2oc3ccccc3nc-2c2ccccc12	-2%	-0.2%	-4%	-10%	15%	-3%	-10%	-0.86	3.2	-0.47	0.2	22%
COC(=O)c1ccccc1NC(=S)NC(=O)c1ccccc1	-3%	-5.1%	7%	-1%	2%	-3%	-3%	0.33	-0.19	0.17	-0.4	1%
CCOC(=O)CCNCC1COc2ccccc2O1 (stereo unspecified)	18%	-6.3%	16%	5%	6%	20%	-2%	0.91	0.51	1.2	-1.8	-1%
C=CC(=O)NC(C)(C)CCN1CCOCC1	6%	-8.4%	-10%	-1%	0%	4%	-14%	0.43	-0.32	0.44	-0.1	3%
COc1ccccc1CC1(C)NC(=O)N(CC(=O)N2CCc3ccccc3C2)C1=O (stereo unspecified)	-2%	-2.8%	-5%	9%	1%	5%	-8%	-0.72	-0.22	-0.18	0.48	-2%
CN1CCc2c(sc(/N=C/c3cc(C(C)(C)C)ccc3O)c2C#N)C1	·	·	-9%	5%	3%	·	0%	2.7	0.054	1.1	-1.8	-24%
Cc1cccc(N2C(=O)CC(N3CCC(c4nc5ccccc5[nH]4)CC3)C2=O)c1 (stereo unspecified)	0%	-21%	1%	4%	-1%	-1%	-1%	-0.6	-0.2	-0.02	0.31	-3%
O=C(c1ccc(Br)o1)N1CCN(C/C=C/c2ccccc2)CC1	14%	-2.7%	8%	6%	-2%	5%	-6%	-0.77	-0.2	-0.43	0.37	4%

No new results follow: an excerpt of the list.
SMILES	human PMI inhibition	XIAP displacement	M17LAP inhibition	M1AAP inhibition	Siah-1 displacement	PMI inhibition	LYP phosphatase	Dynein cargo inh	Dynein cargo inh cytoplasmic EGFP	Dynein cargo inh nuclear GR-EGFP	Dynein cargo inh cell count	AID2073
Cc1cccc(N2C(=O)CC(N3CCC(c4nc5ccccc5[nH]4)CC3)C2=O)c1 (stereo unspecified)	0%	-21%	1%	4%	-1%	-1%	-1%	-0.6	-0.2	-0.02	0.31	-3%
O=C(c1ccc(Br)o1)N1CCN(C/C=C/c2ccccc2)CC1	14%	-2.7%	8%	6%	-2%	5%	-6%	-0.77	-0.2	-0.43	0.37	4%

(further entries)
SMILES	human PMI inhibition	XIAP displacement	M17LAP inhibition	M1AAP inhibition	Siah-1 displacement	PMI inhibition	LYP phosphatase	Dynein cargo inh	Dynein cargo inh cytoplasmic EGFP	Dynein cargo inh nuclear GR-EGFP	Dynein cargo inh cell count	AID2073
COc1ccccc1NC(=O)C(C/C=C(/C)Cl)C(C)=O (stereo unspecified)	6%	-2.2%	2%	1%	-4%	1%	-10%	1.1	-0.23	0.56	-0.022	3%
Cc1ccc(C)c(SCC(=O)OCC(=O)NCc2ccccc2)c1	2%	-8.8%	5%	-3%	0%	5%	-4%	0.57	-0.25	0.7	0.04	-9%
COc1ccc(CC(=O)NCc2cn3ccsc3n2)cc1	-10%	-12%	8%	-3%	2%	-8%	0%	1	-0.19	0.6	-0.66	-2%
O=C(N/N=C/c1ccco1)c1cc(C2CC2)nc2ccccc12	-25%	-8.7%	1%	4%	3%	-26%	-5%	-0.094	-0.25	-0.052	0.42	20%
Cc1cc(-c2onc(C)c2C(=O)Oc2ccc(Cl)cc2)no1	·	·	3%	13%	5%	·	1%	-0.25	-0.22	-0.35	1.1	4%
O=C(Oc1cccc([N+](=O)[O-])c1)c1cc(-c2ccccc2)nc2ccccc12	1%	-4.4%	15%	7%	2%	-2%	0%	-1.7	-0.11	-0.87	0.86	10%
CC(C)S(=O)(=O)N1CCCC(C(=O)c2cccc(Cl)c2)C1 (stereo unspecified)	-4%	-4.6%	15%	0%	11%	-5%	-7%	-0.35	-0.34	-0.7	1.6	-3%
COc1ccc(OC)c(NC(=O)C2CCCC2)c1	-3%	1.0%	-9%	5%	-3%	8%	-9%	-0.58	-0.23	-0.078	-0.45	7%
Cc1ccc(Sc2c(C=O)c3ccccc3n2C)cc1	22%	-7.0%	0%	3%	-4%	23%	4%	-0.71	-0.22	-0.73	0.85	20%
COc1ccc(S(=O)(=O)N2CCC(C(=O)N3CCCC3)CC2)cc1Cl	17%	-14%	-6%	9%	4%	12%	0%	3.2	0.0066	1.1	-2.2	-2%
CC(=O)c1c(C)[nH]c(C(=O)CSc2ccc(F)cc2)c1C	·	·	-4%	0%	8%	·	1%	-0.029	-0.18	0.052	0.34	-4%
Cc1cc2nc(C)n(CCCN)c2cc1C	-15%	-4.7%	4%	6%	3%	-10%	-11%	-0.57	-0.11	-0.22	0.48	5%
CSc1nc(-c2ccccc2)c2cc(Cl)ccc2n1	6%	-2.5%	-15%	2%	6%	-1%	-4%	0.2	-0.21	0.15	0.67	14%
CCCCNC(=O)c1ccccc1C(=O)NCCCC	-2%	-2.2%	1%	-3%	3%	-4%	-14%	-0.87	-0.26	-0.82	1.6	0%
CON/C=C(\C=Nc1ccccc1)c1ncc(C(F)(F)F)cc1Cl	14%	-5.9%	4%	4%	2%	14%	-5%	0.18	-0.21	-0.29	-0.27	0%
CC(C)c1ccc(C(=O)NN2C(=O)C3CCCCC3C2=O)cc1 (stereo unspecified)	-9%	-5.2%	10%	7%	3%	-8%	-5%	-0.6	-0.085	-0.67	1	-2%
O=C1NC2(CCCCC2)C(=O)N1Cc1cccc(C(F)(F)F)c1	-8%	0.0%	-4%	0%	12%	-2%	-2%	-0.27	-0.28	-0.096	0.64	-4%
CCOC(=O)c1[nH]c(C)c(C(=O)OCC(=O)Nc2sc3c(c2C#N)CCCCC3)c1C	32%	-5.7%	0%	-1%	2%	42%	0%	0.39	-0.21	0.52	-0.61	18%
Cc1ccc2c(Cl)c(C(=O)NCCc3ccccc3)sc2c1	-8%	-3.1%	-5%	7%	3%	0%	6%	0.76	-0.22	0.49	-0.0011	7%
CC(C)Sc1nc2[nH]ncc2c(=O)[nH]1	5%	-2.7%	22%	10%	-3%	-13%	-8%	-0.25	-0.35	0.049	0.84	-4%
CC(CCc1ccccc1)NC(=O)c1ccc(Br)o1 (stereo unspecified)	0%	-9.5%	6%	3%	-5%	-13%	0%	0.0009	-0.053	0.7	-0.93	-1%
CCOc1ccccc1NC(=O)CC(O)(C(F)(F)F)C(F)(F)F	1%	-9.5%	1%	-4%	-7%	-4%	-4%	0.68	-0.25	0.35	0.075	2%
O=C(O)CSc1nnc(-c2cccnc2)n1Cc1ccccc1	-7%	-7.6%	-11%	-2%	3%	-5%	-5%	-0.48	-0.13	0.24	-0.083	6%
COCc1nnc(NS(=O)(=O)c2c(C)cc(C)cc2C)s1	-8%	-5.3%	9%	-1%	1%	-9%	-5%	0.32	-0.15	0.043	-0.3	15%
CCc1[nH]c(=O)[nH]c1C(C)S(=O)(=O)c1ccc(C)cc1 (stereo unspecified)	33%	1.1%	8%	8%	10%	70%*	-2%	-0.8	-0.043	-0.38	-1.2	24%
COc1ccc(CNC(=O)C2CCN(c3nccs3)CC2)cc1	9%	-3.9%	0%	4%	6%	10%	-1%	1.8	-0.083	1.4	-1.3	-12%
CCCN1Cc2cccc(C(=O)NC(C)c3cccs3)c2C1=O (stereo unspecified)	-2%	-3.4%	-3%	2%	-6%	-2%	-7%	-0.17	-0.21	-0.26	0.064	9%
c1ccc(-c2ccc(C3=Nn4c(nnc4-c4cc(-c5ccccc5)n[nH]4)SC3)cc2)cc1	-3%	3.9%	1%	-4%	3%	-10%	4%	-0.52	-0.2	-0.071	0.15	10%
CCN(Cc1ccccc1)S(=O)(=O)c1ccc(S(=O)(=O)N2CCN(C)CC2)cc1	6%	-3.8%	-2%	4%	3%	10%	-5%	-0.51	-0.44	0.045	0.61	1%
CCOC(=O)c1oc2ccccc2c1CN1CCOCC1	-2%	2.0%	13%	1%	-4%	-10%	-4%	-0.019	-0.22	0.13	-0.058	-1%
Cc1cc(NC(=O)Nc2ccc(C)c(C)c2)no1	6%	2.7%	2%	1%	0%	-3%	-8%	1.2	-0.2	0.54	-0.78	?

Screens as filed in PubChem BioAssay.

This is a random part of the collection (roughly 2.1% active in at least one column).
